Source: PubChem
S1P3 antagonist: blocks the human S1P3 receptor; CHO S1P3 NFAT-BLA reporter, FRET fluorescence, antagonist mode; inhibition, % at 4.98 µM; actives 0.27% (n = 170,000); AID 485;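 active = inhibition above the plate cutoff, the mean inhibition of test wells on that plate plus 3 SD, cut at about 28% in these data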;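 note: cells challenged with S1P at its EC80 of 0.8 µM; blue over green emission ratio from cleaved BLA substrate after 4 h stimulation; 0% = S1P-stimulated wells and 100% = unstimulated DMSO-only wells; some compounds past the cut are filed as inactive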
Target sequence (Q99500 whole entry, looked up): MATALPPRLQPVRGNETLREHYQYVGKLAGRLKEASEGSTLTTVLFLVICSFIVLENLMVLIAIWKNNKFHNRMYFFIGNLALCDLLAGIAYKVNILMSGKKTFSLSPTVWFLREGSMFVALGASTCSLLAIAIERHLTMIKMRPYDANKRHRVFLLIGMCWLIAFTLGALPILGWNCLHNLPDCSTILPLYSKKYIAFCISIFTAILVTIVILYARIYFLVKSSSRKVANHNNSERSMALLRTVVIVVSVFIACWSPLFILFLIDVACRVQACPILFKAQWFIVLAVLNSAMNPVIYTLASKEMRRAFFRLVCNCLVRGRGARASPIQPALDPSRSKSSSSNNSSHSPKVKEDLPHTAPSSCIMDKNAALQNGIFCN
An asterisk follows results filed as active. This is a subset. The share of hits here may be higher or lower than overall.

For O=C(O)CC12CC3CC(C1)CC(n1ncc(NCc4ccc(F)cc4)c(Cl)c1=O)(C3)C2 the results were S1P3 antagonist -17.
Cc1nn(-c2ccccc2)nc1C(=O)Nc1ccc2[nH]ncc2c1 was read as S1P3 antagonist 5.
For O=C(NC(=S)Nc1ccccc1[N+](=O)[O-])c1ccccc1Cl the results were S1P3 antagonist 10.
O=C(CNC(=O)c1ccc(Cl)cc1)Nc1ccc(S(=O)(=O)Nc2ncccn2)cc1 was read as S1P3 antagonist -1.
For Cc1ccc(O)c(CO)n1 the results were S1P3 antagonist -5.
O=C(N/C=C\n1cnc2cc(C(F)(F)F)ccc21)c1ccc([N+](=O)[O-])cc1 was read as S1P3 antagonist 2.
Cc1ncc(CO)c(/C=N/NC(=S)Nc2ccc(C(C)C)cc2)c1O was read as S1P3 antagonist -3.
`COc1ccccc1N(Cc1cc(=O)[nH]c2ccccc12)C(=O)c1cccc([N+](=O)[O-])c1` gave S1P3 antagonist 6.
`O=C(CN1CCN(Cc2ccc(Cl)cc2)CC1)N/N=C/c1ccccc1F` gave S1P3 antagonist -5.
`O=C(COC(=O)c1cc(S(=O)(=O)N2CCCC2)ccc1O)Nc1ccc(S(=O)(=O)N2CCOCC2)cc1` gave S1P3 antagonist -7.
CC(=O)NNS(=O)(=O)c1ccc(-c2cc(C(F)(F)F)n(C)n2)s1 was read as S1P3 antagonist 0.
CCCn1nc(NC(=O)c2cccs2)c2cc3ccc(C)cc3nc21 was read as S1P3 antagonist 0.
For CC(=O)NC(CC(=O)NCCN1C(=O)S/C(=C\c2ccccc2)C1=O)c1ccccc1 (stereo not drawn) the results were S1P3 antagonist -1.
For O=C(O)c1ccc(OCC(F)(F)F)nc1 the results were S1P3 antagonist 6.
Cn1nc(C(C)(C)C)c(NC(=O)c2sccc2Cl)c1C(C)(C)C was read as S1P3 antagonist -8.
CCCOc1ccc(-c2nc(-c3ccc([N+](=O)[O-])cc3)cs2)cc1 was read as S1P3 antagonist 2.
Screening CC(=O)Nc1ccc(-c2csc(NC(=O)C3CC(=O)N(c4ccc5c(c4)OCCO5)C3)n2)cc1 (stereo not drawn) returned S1P3 antagonist 8.
CC1(C)CC(=O)C=C(NCc2ccc(C(=O)O)cc2)C1 was read as S1P3 antagonist -13.
`Cc1cc2nc(/C=C/c3nc4cc(C)c(C)cc4[nH]3)[nH]c2cc1C` gave S1P3 antagonist 17.
`CCOC(=O)C1=C(C)NC(=O)NC1c1ccc([N+](=O)[O-])o1` (stereo not drawn) gave S1P3 antagonist -17.

Some of these compounds in order of SMILES length, falling.
`O=C(COC(=O)c1cc(S(=O)(=O)N2CCCC2)ccc1O)Nc1ccc(S(=O)(=O)N2CCOCC2)cc1` gave S1P3 antagonist -7.
Screening CC(=O)Nc1ccc(-c2csc(NC(=O)C3CC(=O)N(c4ccc5c(c4)OCCO5)C3)n2)cc1 (stereo not drawn) returned S1P3 antagonist 8.
O=C(N/C=C\n1cnc2cc(C(F)(F)F)ccc21)c1ccc([N+](=O)[O-])cc1 was read as S1P3 antagonist 2.
For CC(=O)NC(CC(=O)NCCN1C(=O)S/C(=C\c2ccccc2)C1=O)c1ccccc1 (stereo not drawn) the results were S1P3 antagonist -1.
CC(=O)NNS(=O)(=O)c1ccc(-c2cc(C(F)(F)F)n(C)n2)s1 was read as S1P3 antagonist 0.
`CCOC(=O)C1=C(C)NC(=O)NC1c1ccc([N+](=O)[O-])o1` (stereo not drawn) gave S1P3 antagonist -17.
`O=C(CN1CCN(Cc2ccc(Cl)cc2)CC1)N/N=C/c1ccccc1F` gave S1P3 antagonist -5.
Cc1ncc(CO)c(/C=N/NC(=S)Nc2ccc(C(C)C)cc2)c1O was read as S1P3 antagonist -3.
CCCn1nc(NC(=O)c2cccs2)c2cc3ccc(C)cc3nc21 was read as S1P3 antagonist 0.
CC1(C)CC(=O)C=C(NCc2ccc(C(=O)O)cc2)C1 was read as S1P3 antagonist -13.
For O=C(O)c1ccc(OCC(F)(F)F)nc1 the results were S1P3 antagonist 6.
For Cc1ccc(O)c(CO)n1 the results were S1P3 antagonist -5.

Continuation:
`Cc1cc(-c2nnnn2-c2ccc(C(F)(F)F)cc2)no1` gave S1P3 antagonist 9.
NNC(=O)c1nn(-c2ccc(Cl)cc2)cc1O was read as S1P3 antagonist -9.
CN(C)S(=O)(=O)c1cccc(NC(=S)N/N=C/c2ccco2)c1 was read as S1P3 antagonist -3.
For CC1=NNC(=O)C1CC(=O)N/N=C/C=C/c1ccccc1 (stereo not drawn) the results were S1P3 antagonist -2.
C/C(=N\N=C(N)N)c1ccc(C)c(C)c1 was read as S1P3 antagonist 9.
For O=C(NCc1ccccc1)C(=O)Nc1nc(-c2ccccc2)cs1 the results were S1P3 antagonist 3.
O=C(CCS(=O)(=O)c1ccc(Cl)cc1)Nc1ccc(N2CCOCC2)cc1 was read as S1P3 antagonist -14.
`O=C(CCCO)NC1Cc2ccccc2C1` gave S1P3 antagonist 3.
Screening Cn1nc(C(F)(F)F)c(-c2ccccc2)c1NC(=O)c1ccco1 returned S1P3 antagonist 3.
`O=C(Nc1ccc(-c2cnco2)cc1)c1ccc(Cl)cc1` gave S1P3 antagonist -6.
For Cc1ccnc(NS(=O)(=O)c2cccc([N+](=O)[O-])c2)c1 the results were S1P3 antagonist -12.
Screening CC(=O)C1CCC2C3CCC4=CC(=O)CC[C@]4(C)[C@@]3(F)C(O)C[C@]12C (stereo partly drawn) returned S1P3 antagonist -1.
CN(C)CCn1c(=O)n(-c2cccc(Cl)c2)c(=O)c2c3c(sc21)CCCCC3 was read as S1P3 antagonist 3.
Screening Cc1occc1C(=O)N/N=C/C(Br)=C\c1ccccc1 returned S1P3 antagonist 14.
For O=C(Nc1ccccc1)Nc1ccno1 the results were S1P3 antagonist 2.
O=c1c2ccccc2c(-c2cccc(C(F)(F)F)c2)nn1-c1ccccc1 was read as S1P3 antagonist 4.
`N=C1C2=C3Sc4ccccc4N3CCCC2=NN1c1cccc(S(=O)(=O)O)c1` gave S1P3 antagonist 1.
`O=C(NNc1cc(Cl)ccc1Cl)c1cccs1` gave S1P3 antagonist -9.
For Cc1cccc(NC(=O)CSc2cc(C)c(C#N)c3nc4ccccc4n23)c1 the results were S1P3 antagonist -4.
For O=C(O)/C(=N/NC(=O)c1ccc(Cl)cc1)c1ccccc1 the results were S1P3 antagonist 8.
For O=S(=O)(NCc1csc(-c2cccs2)n1)c1cccs1 the results were S1P3 antagonist 12.
`Clc1ccccc1CNc1nc2ccccc2n2cnnc12` gave S1P3 antagonist 8.
Cc1ccc(S(=O)(=O)Nc2ccc(N(C)S(=O)(=O)c3ccc(C)cc3)cc2)cc1 was read as S1P3 antagonist 1.
CCC(=O)NC1(C(F)(F)F)C(=O)Nc2c1c(=O)[nH]c(=O)n2CC(C)C (stereo not drawn) was read as S1P3 antagonist -2.
`CN(C)CCCNC(CC(=O)Nc1ccc(Cl)cc1)C(=O)O` (stereo not drawn) gave S1P3 antagonist -20.
For O=C(NNc1ncc(C(F)(F)F)cc1Cl)c1ccc(Cl)c(Cl)c1 the results were S1P3 antagonist -1.
For CCN1C(=O)CS/C1=N\S(=O)(=O)c1ccccc1 the results were S1P3 antagonist -9.
`CCOC(=O)c1cc2cc([N+](=O)[O-])ccc2oc1=O` gave S1P3 antagonist 3.
Screening CC(C)(C)NC(=O)NC(=O)COC(=O)CCC1CCCC1 returned S1P3 antagonist 2.
For CC(=O)Nc1ccc2c(CSc3nnc(N)s3)cc(=O)oc2c1 the results were S1P3 antagonist -8.
Cc1ccc(O)c(C2=NNC(c3ccc(Cl)cc3)C2)c1 (stereo not drawn) was read as S1P3 antagonist -10.
For CC(=O)Nc1c(C(N)=O)oc2ccc(Cl)cc12 the results were S1P3 antagonist -3.
Screening CC(C(=O)N1CCc2ccccc2C1)N1C(=O)c2ccccc2C1=O (stereo not drawn) returned S1P3 antagonist 3.
Screening CC(C)N(C1=CC(=O)OC12CCCCC2)C(C)C returned S1P3 antagonist 2.
Screening O=C1CSC(=S)N1/N=C/c1ccc(O)c(O)c1O returned S1P3 antagonist -9.
For Cc1ccc(N(Cc2cc(=O)[nH]c3ccccc23)C(=O)C(C)C)cc1 the results were S1P3 antagonist -5.
For COc1ccccc1NC(=O)C1=C(C)NC(SCC(=O)Nc2ccc(C(=O)O)cc2)=C(C#N)C1c1cccs1 (stereo not drawn) the results were S1P3 antagonist -13.
`N#C/C(=C\c1ccc[nH]1)C(=O)N1CCCCC1` gave S1P3 antagonist 5.
Screening CC1(C)C(C#N)=C(N)Oc2c1c(=O)oc1ccccc21 returned S1P3 antagonist -9.
Screening O=C(C1=C(O)C(=O)N(c2nccs2)C1c1ccccc1)c1cc2ccccc2o1 (stereo not drawn) returned S1P3 antagonist -2.
Cc1cc2c(nn1)CCc1c-2no[n+]1[O-] was read as S1P3 antagonist -9.
OC1(CC#CCN2CCCCC2)c2ccccc2-c2ccccc21 was read as S1P3 antagonist -14.
Screening CC(=O)NC(Cc1ccccc1C)C(=O)NC1CCN(c2c3c(nc4ncnn24)CCC3)CC1 (stereo not drawn) returned S1P3 antagonist -1.
Screening O=C(CCCN1C(=O)/C(=C/c2ccccc2Cl)SC1=S)NNC(=O)c1ccncc1 returned S1P3 antagonist -17.
N#Cc1cc(-c2ccccc2)nc(N2CCNCC2)n1 was read as S1P3 antagonist 17.
For c1ccc(Oc2c3ccccc3nc3ccccc23)cc1 the results were S1P3 antagonist -9.
`O=C(Cc1ccccc1)N1N=C(c2ccncc2)CC1(O)C(F)(F)F` (stereo not drawn) gave S1P3 antagonist 0.
Screening Nn1c(SCc2ccc(F)cc2)nnc1-c1ccccn1 returned S1P3 antagonist 20.
For O=C(COc1ccc(Br)cc1)Nc1nc(-c2cccnc2)cs1 the results were S1P3 antagonist -10.
CC(C)(C)C(=O)N(Cc1ccc(Cl)cc1)Cc1cccnc1 was read as S1P3 antagonist 7.
CCS(=O)(=O)Nc1cccc(C2=NN(S(=O)(=O)c3ccccc3)C(c3ccco3)C2)c1 (stereo not drawn) was read as S1P3 antagonist 9.
CCN(CC(=O)Nc1ccccc1SC)Cc1nc2ccccc2c(=O)[nH]1 was read as S1P3 antagonist -8.
`COc1ccc(NS(=O)(=O)c2ccc(N3CC(O)=C(c4ccccc4)C3=N)cc2)cc1` gave S1P3 antagonist -7.
`CC(=O)CC(C)(C)NC(C)=S` gave S1P3 antagonist 7.
Screening CO/N=C1\CCn2c1c(C)c1ccccc12 returned S1P3 antagonist -3.
`O=C(/C=C/c1cccc(F)c1)c1ccc(N2CCOCC2)cc1` gave S1P3 antagonist -1.
For COc1cccc(C(=O)NN2CC(O)=C(c3nc(C)cs3)C2=N)c1 the results were S1P3 antagonist 0.
`Cc1ccc(S(=O)(=O)n2nccc2-c2c(-c3ccccc3)noc2C)cc1` gave S1P3 antagonist -5.
COc1ccccc1CNC(=O)C1CCN(Cc2nc(-c3ccc(Cl)cc3)oc2C)CC1 was read as S1P3 antagonist 14.
`COC(=O)c1cccc(NC(=O)CC2C(=O)NCCN2C(=O)c2ccc(F)cc2F)c1` (stereo not drawn) gave S1P3 antagonist -5.
For Cc1cccc(-n2ccnc2CN2CCC(CO)(Cc3ccccc3)CC2)c1 the results were S1P3 antagonist -7.
For Cc1ccc(NC(=O)c2ccc3c(c2)S(=O)(=O)c2ccccc2C3=O)cc1S(=O)(=O)N1CCOCC1 the results were S1P3 antagonist 5.
`CCOC(=O)N1CCC(NC(=O)CCc2c(C)nc3c(c(C)nn3-c3ccccc3)c2C)CC1` gave S1P3 antagonist -24.
For CCOC(=O)C1CCN(C2=C(NS(=O)(=O)c3ccc(Cl)cc3)C(=O)c3ccccc3C2=O)CC1 the results were S1P3 antagonist -4.
For C/C(=N\Nc1ccc([N+](=O)[O-])cc1)c1ccc(N2CCOCC2)cc1 the results were S1P3 antagonist 0.
O=C(Cn1cc(C(F)(F)F)ccc1=O)N/N=C/c1ccccc1O was read as S1P3 antagonist 3.
Screening Cc1nc(Cl)c(Cl)n1CCOc1ccccc1 returned S1P3 antagonist 6.
For COc1ccc(N=C2SCC(c3ccccc3)=NN2C)cc1 the results were S1P3 antagonist 4.
`CCCCCCn1c(=O)[nH]c2c(c1=O)CCC2` gave S1P3 antagonist -12.
For O=C(O)c1ccc(/C=N\Nc2ccc(S(=O)(=O)N3CCOCC3)cc2[N+](=O)[O-])cc1 the results were S1P3 antagonist 1.

Part of the list above in order of length of the SMILES, smallest number first.
Screening Cc1nc(Cl)c(Cl)n1CCOc1ccccc1 returned S1P3 antagonist 6.
`CCCCCCn1c(=O)[nH]c2c(c1=O)CCC2` gave S1P3 antagonist -12.
For CCOC(=O)C1CCN(C2=C(NS(=O)(=O)c3ccc(Cl)cc3)C(=O)c3ccccc3C2=O)CC1 the results were S1P3 antagonist -4.

(next part)
O=C(Cn1ccc(=O)[nH]c1=O)Nc1ccc(C(=O)O)c(O)c1 was read as S1P3 antagonist -8.
For CN(CC(=O)Nc1cccc2ccccc12)C(=O)c1cccc(S(=O)(=O)N(C)C)c1 the results were S1P3 antagonist -7.
CC12CC3CC(C)(C1)CC(Nc1nc(N4CCOCC4)nc4ccccc14)(C3)C2 was read as S1P3 antagonist -4.
CC(=O)N(C1=C(Cl)C(=O)c2ccccc2C1=O)C1CCCCC1 was read as S1P3 antagonist -7.
CSc1ncc2ncn(C3OC(CO)C(O)C3O)c2n1 (stereo not drawn) was read as S1P3 antagonist 2.
`COc1ccc(NS(=O)(=O)c2cccc(C(=O)N/N=C/c3cn(-c4ccccc4)nc3-c3ccc(OC)cc3)c2)cc1` gave S1P3 antagonist -7.
O=C(CN1CCN(Cc2ccccc2Cl)CC1)N/N=C/c1ccccn1 was read as S1P3 antagonist -4.
C[C@@H](C(=O)NCCCCCC(=O)O)n1nnc2ccccc2c1=O was read as S1P3 antagonist -7.
CC(C)(C)c1cc[n+](C2=C([O-])c3ccccc3C(=O)/C2=N\S(=O)(=O)c2cccs2)cc1 was read as S1P3 antagonist 1.
`Cc1nnc(Nc2ccccc2F)s1` gave S1P3 antagonist 8.
Screening O=C(N/N=C/c1ccncc1)c1cnccn1 returned S1P3 antagonist -2.
O=C(N/N=C/C(Cl)=C/c1ccc([N+](=O)[O-])cc1)C(=O)Nc1ccc(C(=O)O)cc1 was read as S1P3 antagonist 8.
O=C(Cn1cnc2scc(-c3ccc(Cl)cc3)c2c1=O)N1CCOCC1 was read as S1P3 antagonist -6.
